Screening data: PubChem, National Center for Advancing Translational Sciences (NCATS)
FBPA coupling cs: counter-screen for Giardia aldolase inhibitors: coupling enzyme system. hit rate 0.67% among 290,000. activity change, negative = inhibition, % at 58.2 µM, hits read low. coupling enzyme system counterscreen, AmpLite Red fluorescence. AID 2472; in the data active means activity change below about -30%
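Coupling enzymes only (glyceraldehyde-3-phosphate) + compound, at 57.5 uM final, 10 min RT; add substrate/coupling/AmpLite Red mix, 20 min RT; fluorescence ex 525/em 598 nm. Actives flag coupling-system interference.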
Giardia killer: Giardia lamblia killing. activity change, % at 7.66 µM, hits read low. Giardia lamblia trophozoite viability. hit rate 0.15% among 340,000; in the data active means activity change below about -80%; inconclusive means between about -30% and that limit;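 further: parasites exposed to compound for two days anaerobically before the ATP read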
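Anaerobic 48 hrs incubation at 37 deg C of 100 trophozoites/well with test compounds; ATPLite 1-Step luminescence, 15-30 min RT, reports cellular ATP as viability.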
Eya2 phos inh: blocks the phosphatase activity of human Eya2 | O00167 | recombinant Eya2, OMFP fluorescence dephosphorylation (OMFP is methylfluorescein phosphate) | Potency, µM (doses to about 76.9 µM), without a hit: at the highest dose activity, negative = inhibition, hits mostly inhibitors | hit rate 0.006% among 330,000; further: potency means the concentration at half of the fitted maximal effect
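Eya2 protein (added as 0.2 uM solution) was preincubated with compound for 10 min at ambient temperature in 50 mM HEPES pH 7.5, 50 mM NaCl, 5 uM MgCl2, 0.05% BSA, 1 mM DTT. OMFP (added at 50 uM) then reacted 10 min; fluorescence read at 485/525 nm.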
KCNH2 WT inh: blocks the wildtype human KCNH2 potassium channel; Q12809; U2OS, BacMam KCNH2, thallium flux FluxOr; active compounds read low; activity change, % at 1.84 µM; hit rate 0.37% among 340,000;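 active means maximum activity change below -70%; inconclusive means maximum activity change between -70% and -50%; inactive means maximum activity change above -50%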
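U2OS cells were transduced with wild-type KCNH2 virus (2.03 x 10^8 / mL) for 4 h at room temperature, then cultured overnight at 37 C. Thallium flux was read with FluxOr dye. Rate constants were normalized to DMSO controls.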
USP2a inh: USP2a (human) protease inhibition; O75604; USP2 core, Ub-CHOP2 coupled fluorogenic reporter, 485/531; Potency, µM (highest dose often 38.3 µM), for the others: top-dose activity change, negative = inhibition, most hits filed as inhibitors; hit rate 0.01% among 330,000; AID 463254;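 further: potency means the concentration at half of the fitted maximal effect; plate controls were DMSO wells for no effect and full inhibition by NEM control for full effect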
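USP2 core (10nM final) preincubated 30min RT with compound in 20mM Tris-HCl pH 8.0, 2mM CaCl2, 2mM beta-mercaptoethanol, 0.05% CHAPS; 25nM Ub-CHOP2 plus 25nM reporter substrate added, fluorescence (Ex485/Em531) read after 60min.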
BCR signal inh: chronic active BCR signaling inhibition. ABC-DLBCL IkBa-CBG/CBR reporter, luminescence ratio, 4 h. Potency, µM (doses to about 46.1 µM), for inactives: at the highest dose ratio change, negative = lower green/red ratio, usual class: inhibitors. hit rate 0.05% among 340,000. AID 493014; active means well fitted inhibition curve with a large enough effect in the signal ratio, with a control signal flat, not every such curve was filed as active; inconclusive means small, poorly fitted or top-dose-only effect, or effect the other way, or a change in a side signal; the % refers to the signal ratio;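 further: potency means the concentration at half of the fitted maximal effect; plate controls were basal doxycycline-induced cells for no effect and cells given 10 µM MG132 for full effect; MG132 reads +100%, hits lower the ratio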
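TMD8 ABC-DLBCL cells carrying doxycycline-inducible green luciferase fused to IkappaBalpha plus unfused red luciferase were exposed to compounds (up to 46 uM) for 4 hrs at 37C. Activity came from the overlap-corrected green/red luminescence ratio.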
PKM2 act: increases activity of human pyruvate kinase M2 | P14618 | purified PKM2, Kinase-Glo ATP luminescence, activation; response scale: 0% is enzyme alone, no compound | Potency, µM (top dose mostly 57.5 µM), without a hit: at the top dose activation, most hits filed as activators | hit rate 0.34% among 260,000; further: potency means the concentration at half of the fitted maximal effect; nearly all actives have a fitted effect of over 55% in size
Target sequence (P14618 whole entry, looked up): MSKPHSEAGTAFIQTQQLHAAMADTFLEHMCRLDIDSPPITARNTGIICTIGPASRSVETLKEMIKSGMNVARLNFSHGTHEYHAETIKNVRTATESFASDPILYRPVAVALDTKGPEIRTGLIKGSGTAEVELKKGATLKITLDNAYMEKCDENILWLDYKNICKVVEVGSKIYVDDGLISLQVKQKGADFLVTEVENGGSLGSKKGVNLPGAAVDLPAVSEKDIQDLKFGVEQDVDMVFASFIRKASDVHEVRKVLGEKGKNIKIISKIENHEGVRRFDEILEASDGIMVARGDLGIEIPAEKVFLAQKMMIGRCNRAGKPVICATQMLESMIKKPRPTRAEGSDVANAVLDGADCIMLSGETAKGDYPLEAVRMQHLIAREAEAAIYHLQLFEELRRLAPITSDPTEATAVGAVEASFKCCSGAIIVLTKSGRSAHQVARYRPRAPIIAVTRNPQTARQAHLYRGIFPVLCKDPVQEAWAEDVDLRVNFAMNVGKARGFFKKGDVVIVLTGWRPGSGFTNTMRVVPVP
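hPK-M2, >95% pure; 0.1 mM ADP / 0.5 mM PEP final; imidazole pH7.2 buffer w/ 7 mM MgCl2, 50 mM KCl; 1 h RT; Kinase-Glo lum. Intermediate enzyme activity for dual inhibitor/activator qHTS.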
KCNH2 3.1 inh: blocks the human KCNH2 3.1 channel isoform | U2OS KCNH2 3.1, thallium flux FluxOr; active compounds read low | activity change, % (tested at about 1.8 µM) | hit rate 0.95% among 340,000 | AID 720553;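 active means maximum activity change below -70%; inconclusive means maximum activity change from -70% to -50%; inactive means maximum activity change above -50%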;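 further: thallium influx rate constant from kinetic fluorescence after stimulation buffer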
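Thallium flux read-out: FluxOr dye with Red40 quencher in HBSS/HEPES, 45 min at RT. Rate constants from kinetic reads were normalized to positive and negative DMSO controls. Cells: U2OS virally expressing the 3.1 isoform.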
B2AR arrestin: recruits beta-arrestin to the human beta2-adrenergic receptor | AID 492947 | beta-arrestin recruitment to beta2AR, cell-based reporter | P07550 | hit rate 0.02% among 330,000 | Potency, µM (doses to about 46.1 µM), without a hit: at the highest dose activation, most hits filed as activators;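 further: potency means the concentration at half of the fitted maximal effect; 0% = DMSO controls and full agonism = EC100 isoproterenol or metaproterenol; nearly all actives have a fitted effect of over 65% in size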
Target sequence (P07550 whole entry, looked up): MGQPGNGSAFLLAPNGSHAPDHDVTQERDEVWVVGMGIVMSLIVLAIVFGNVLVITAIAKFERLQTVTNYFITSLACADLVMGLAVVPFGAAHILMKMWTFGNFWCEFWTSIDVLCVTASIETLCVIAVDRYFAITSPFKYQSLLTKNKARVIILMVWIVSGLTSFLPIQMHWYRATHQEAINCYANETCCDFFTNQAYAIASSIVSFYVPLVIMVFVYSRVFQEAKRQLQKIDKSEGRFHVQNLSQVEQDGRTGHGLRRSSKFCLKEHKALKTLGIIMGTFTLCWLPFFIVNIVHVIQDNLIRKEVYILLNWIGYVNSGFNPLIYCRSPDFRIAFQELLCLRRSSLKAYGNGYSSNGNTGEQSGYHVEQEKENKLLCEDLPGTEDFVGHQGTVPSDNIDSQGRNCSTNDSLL
GALK inh: inhibitors of human galactokinase; P51570; Purified GALK, Kinase-Glo residual ATP luminescence; Potency, µM (top dose mostly 57.5 µM), for inactives: at the top dose activity change, negative = inhibition, usual class: inhibitors; hit rate 0.007% among 270,000; AID 1868; further: potency means the concentration at half of the fitted maximal effect
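ATP-depletion format; final 35 uM ATP, 100 uM D-galactose, 5 nM enzyme; pH 8.0 HEPES/Mg2+ buffer; 60 min RT; luminescence read 10 min after detection reagent.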
uPA generation: inhibitors of cell surface uPA generation | Potency, µM (doses to about 38.3 µM), without a hit: at the highest dose activity change, negative = inhibition, hits mostly inhibitors | cell surface uPA generation assay, qHTS | AID 540303 | hit rate 0.31% among 330,000; active means well fitted inhibition curve with a large enough effect; inconclusive means small, poorly fitted or top-dose-only effect; inactive means no such curve, though single readings can be large or run the other way; tested in mouse RAW 264.7 cells; further: potency means the concentration at half of the fitted maximal effect; nearly all actives have a fitted effect of over 55% in size
An asterisk follows results filed as active; ? = inconclusive; . = not tested or not shown; [ ] = dose if it differs, or a comment. Unless noted, the call rests on the fitted dose curve; in most records, active means well fitted curve in the direction sought with a large enough effect; inconclusive means small, poorly fitted or top-dose-only effect, or another doubt; inactive means no such curve, though single readings can be large; an effect the other way counts as inactive or inconclusive. Unless noted, on the % scale 0 is the no-effect control and ±100 the full control effect.

SMILES	FBPA coupling cs	Giardia killer	Eya2 phos inh	KCNH2 WT inh	USP2a inh	BCR signal inh	PKM2 act	KCNH2 3.1 inh	B2AR arrestin	GALK inh	uPA generation
CCn1nnc(C(=O)O)c1C(=O)O	2	-9	8%	0	0%	-3%	0%	-7	-0.3%	2%	.
NS(=O)(=O)c1ccc(NC(=O)COC(=O)CCc2ccc(S(=O)(=O)N3CCOCC3)cc2)cc1	-1	3	7%	-7	2%	-2%	-1%	0	-0.5%	.	2%
O=C(COC(=O)c1cccnc1SC(F)F)NC1CC1	.	3	0%	14	0%	-4%	.	18	-0.1%	.	11%
COc1ccc(N2CCN(C(=O)c3ccc(NS(=O)(=O)c4cccs4)cc3)CC2)cc1	2	6	3%	0	2%	?	4%	-1	-0.8%	0%	1%
Cc1ccccc1OCC(=O)NC1CCCCCCC1	0	-12	11%	-4	0%	10%	.	-7	0.9%	-2%	3%
Nc1nnc(SCC(=O)NC2CCCC2)s1	0	-1	5%	16	2%	-3%	-3%[0.46 µM]	-4	4.0%	6%	-2%
CCOc1c2ccc(C(=O)NCc3ccc(C(F)(F)F)cc3C(F)(F)F)cc2nn1C	-3	35[activator]	-9%	8	0%	5%	-2%	-22	0.0%	.	-14%
COc1cc(S(=O)(=O)N2CCCCC2)ccc1NC(=O)/C=C/c1ccccc1	1	16	11%	1	-2%	?	-4%	-30	-0.9%	-2%	.
O=C(CC(=O)N/N=C\c1ccccc1[N+](=O)[O-])NCCc1ccccc1	-1	-6	14%	-6	-2%	-6%	2%	-9	0.5%	-3%	11%
COc1ccc(Cn2nnnc2C(c2cccs2)N2CCN(c3ccccc3)CC2)cc1 (configuration not stated)	-2	-4	-2%	2	-1%	5%	-7%	1	0.4%	4%	13%
COc1ccc(-c2cc(C(F)(F)F)nc(SCC(=O)NCc3cccs3)n2)cc1	1	-1	4%	8	0%	6%	0%	-10	-0.5%	0%	.
O=S(=O)(c1ccc(F)cc1)N1CCN(c2nc(-c3ccc(F)cc3)cs2)CC1	-5	4	8%	-2	-6%	18%	-8%	-12	-0.1%	4%	7%

2 records drawn at random from those above:
SMILES	FBPA coupling cs	Giardia killer	Eya2 phos inh	KCNH2 WT inh	USP2a inh	BCR signal inh	PKM2 act	KCNH2 3.1 inh	B2AR arrestin	GALK inh	uPA generation
COc1ccc(-c2cc(C(F)(F)F)nc(SCC(=O)NCc3cccs3)n2)cc1	1	-1	4%	8	0%	6%	0%	-10	-0.5%	0%	.
O=C(COC(=O)c1cccnc1SC(F)F)NC1CC1	.	3	0%	14	0%	-4%	.	18	-0.1%	.	11%

(next part)
SMILES	FBPA coupling cs	Giardia killer	Eya2 phos inh	KCNH2 WT inh	USP2a inh	BCR signal inh	PKM2 act	KCNH2 3.1 inh	B2AR arrestin	GALK inh	uPA generation
CCC(=O)NCc1csc(-c2cccs2)n1	0	16	12%	0	0%	-2%	-9%	-2	-0.2%	.	-9%
CCNC(=S)N=Nc1c(O)[nH]c2ccc(C(C)C)cc12	-1	-14	8%	-5	2%	?	-7%	-13	-0.9%	0%	-2%
COc1ccccc1NC(=S)NNC(=O)c1cc(C)nn1C	-3	-3	17%	4	3%	?	2%	-26	0.4%	-2%	0%
CCc1ccc(NC(=S)N(Cc2ccc(Cl)cc2)Cc2ccc(C(=O)O)cc2)cc1	14	12	-9%	23	-18%	?	-1%	2	-0.4%	1%	0%
Cc1ccc(C)c(S(=O)(=O)Nc2ccccc2C(=O)Nc2ccccc2N2CCOCC2)c1	3	1	-21%	4	5%	?	12%	-2	0.1%	-1%	4%
O=C(CSc1nccn1Cc1ccc(F)cc1)Nc1ccc(F)cc1F	.	-18	-2%	-7	2%	-5%	-7%	-10	-0.5%	7%	0%
CCCCCCNCC(=O)N1CCC(Cc2ccccc2)CC1	-1	-18	0%	2	-1%	-8%	2%	-101*	0.5%	17%	6%
COc1cc(OC)cc(C(=O)N2CCN(C(=O)c3cccnc3)CC2)c1	1	-15	2%	5	-1%	2%	1%[11.5 µM]	-8	-0.3%	-1%	8%
COc1ccc(OC)c(S(=O)(=O)NC2CCCCNC2=O)c1 (configuration not stated)	2	2	7%	1	3%	1%	.	-12	0.5%	1%	4%
COc1ccc([N+](=O)[O-])cc1NC(=O)CSc1nccc(C)n1	-2	-6	0%	-14	-1%	-7%	2%	.	0.2%	2%	4%
O=C(CSc1nncc2ccccc12)Nc1ccccc1	1	27	9%	-2	-4%	?	.	18	-0.4%	-2%	1%
COC(=O)c1cccc(NC(=O)CCc2ccccc2)c1	0	1	10%	0	2%	?	11%	5	-1.0%	1%	0%

2 neighbouring compounds from above:
SMILES	FBPA coupling cs	Giardia killer	Eya2 phos inh	KCNH2 WT inh	USP2a inh	BCR signal inh	PKM2 act	KCNH2 3.1 inh	B2AR arrestin	GALK inh	uPA generation
CCn1nnc(C(=O)O)c1C(=O)O	2	-9	8%	0	0%	-3%	0%	-7	-0.3%	2%	.
NS(=O)(=O)c1ccc(NC(=O)COC(=O)CCc2ccc(S(=O)(=O)N3CCOCC3)cc2)cc1	-1	3	7%	-7	2%	-2%	-1%	0	-0.5%	.	2%

Next part
SMILES	FBPA coupling cs	Giardia killer	Eya2 phos inh	KCNH2 WT inh	USP2a inh	BCR signal inh	PKM2 act	KCNH2 3.1 inh	B2AR arrestin	GALK inh	uPA generation
O=C(NCc1ccco1)c1cc(Cl)nc(Cl)c1	-1	12	14%	-4	3%	?	.	-18	-0.3%	-1%	1%
O=C(Cn1c(-c2cscn2)nc2ccccc21)Nc1cc(F)ccc1F	-1	-1	-4%	1	-2%	-10%	-2%	-4	-0.7%	-2%	.
O=C(CN1C(=O)S/C(=C\C=C\c2ccccc2)C1=O)Nc1ccc(C(=O)O)cc1	8	12	2%	-11	9%	4%	3%	-4	-0.9%	-4%	-28%
O=C(O)CSCC(=O)Nc1ccccc1SCCS(=O)(=O)c1ccc(Cl)cc1	3	-9	7%	-6	1%	0%	.	-13	-0.3%	-2%	-7%
COC(=O)C1CCN(C(=O)CC(NC(=O)C(F)(F)F)c2cccs2)CC1 (configuration not stated)	2	39[activator]	-6%	-15	2%	0%	.	1	-0.8%	1%	-6%
Cc1cccn2c(NC(=O)c3cccs3)c(-c3ccccc3)nc12	2	-8	0%	3	6%	-2%	-1%	-23	-0.3%	3%	1%
CCOc1cc(N2CCOCC2)c(OCC)cc1NC(=O)COC(=O)[C@H](Cc1c[nH]c2ccccc12)NC(C)=O	-3	0	-7%	-3	2%	?	-3%	-3	-0.3%	-1%	0%
O=[N+]([O-])c1nn(-c2ccc(Cl)cc2)n(O)c1=NCc1ccncc1	0	?	-12%	-4	-2%	19%	6%	6	0.3%	-3%	13µM*
COC(=O)C(N)Cc1ccc(O)c(O)c1 (configuration not stated)	-7	23	3%	5	2%	?	11%	0	-0.3%	-2%	-7%
COc1ccc2c(c1)-c1ccccc1S(=O)(=O)N2C	.	-29	9%	-10	-1%	-26%	1%	-1	-0.3%	0%	-4%
Cc1ccccc1OCCC(=O)OCC(=O)Nc1c(F)cccc1F	.	-3	-10%	-1	-1%	0%	.	-7	0.3%	.	0%
CCOc1ccc(NC(=O)CNC(=O)c2ccco2)cc1	3	9	-6%	-1	2%	3%	-4%	10	-0.1%	3%	11%
N#CC1=C(SCC(N)=O)NC2=C(C(=O)c3ccccc32)C1c1ccc(Cl)cc1 (configuration not stated)	-2	-1	-1%	-1	-1%	3%	-2%	4	-0.9%	1%	-2%
CCn1c(SCc2nc(-c3ccccc3)no2)nnc1-c1ccco1	2	-4	-10%	-6	-4%	-13%	27%	17	0.4%	1%	3%
CCOC(=O)c1[nH]ncc1CN1CCCC(C(=O)c2ccc(SC)cc2)C1 (configuration not stated)	1	13	2%	23	1%	?	8%	-12	0.2%	-3%	1%
COc1ccccc1NC(=O)Nc1ccnn1C1CCN(C(=O)c2cscn2)CC1	.	10	4%	11	0%	-3%	.	-3	0.3%	-6%	?

Part of the list above in order of length of the SMILES, rising.
SMILES	FBPA coupling cs	Giardia killer	Eya2 phos inh	KCNH2 WT inh	USP2a inh	BCR signal inh	PKM2 act	KCNH2 3.1 inh	B2AR arrestin	GALK inh	uPA generation
CCOc1ccc(NC(=O)CNC(=O)c2ccco2)cc1	3	9	-6%	-1	2%	3%	-4%	10	-0.1%	3%	11%
CCn1c(SCc2nc(-c3ccccc3)no2)nnc1-c1ccco1	2	-4	-10%	-6	-4%	-13%	27%	17	0.4%	1%	3%
CCOC(=O)c1[nH]ncc1CN1CCCC(C(=O)c2ccc(SC)cc2)C1 (configuration not stated)	1	13	2%	23	1%	?	8%	-12	0.2%	-3%	1%
N#CC1=C(SCC(N)=O)NC2=C(C(=O)c3ccccc32)C1c1ccc(Cl)cc1 (configuration not stated)	-2	-1	-1%	-1	-1%	3%	-2%	4	-0.9%	1%	-2%
